Compound activity (PubChem)
Tn7 DDE FP – inhibitors of Tn7 peptide binding to fibrin DD(E), primary screen, biochemical, fluorescence polarization, human fibrin, Tn7 probe | AID 720508, 2013 | FP displacement of FITC-Tn7 peptide from fibrin DD(E); 0% = median of compound wells per plate | inhibition, % at 8.3 µM | 370,000 compounds, 0.13% hits | Fibrinogen beta chain (Homo sapiens), P02675;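 active = inhibition above the mean of compounds falling within the control limits plus 3 SD of them, cut at about 14% in these data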;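 also: 0% = plate median of compound wells and 100% = 10 µM Aha-Tn7 peptide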
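Assay system: Human fibrin DD(E) protein | Medium: Tris buffer with calcium and detergent, pH 7.8 | Reagent: 0.1 µM fluorescent Tn7 | Compound dosing: Single point at 8.3 µM | Times: 10 min preincubation, 3 h with tracer, room temperature | Detection: Fluorescence polarization of the labelled Tn7 tracer | Controls: Aha-Tn7 high control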
TDP2 inh – human TDP2 enzyme inhibitors, primary screen, biochemical, epi absorbance, recombinant enzyme; Tyrosyl-DNA phosphodiesterase 2 (Homo sapiens), O95551; T5PNP hydrolysis, p-nitrophenol absorbance 415 nm; inhibition, % at 12.8 µM; 370,000 compounds, 0.34% hits; AID 720702, 2013;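 active = inhibition above the mean of all tested compounds plus 3 SD, set per campaign, cut at about 25% in these data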;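 also: 0% = DMSO with enzyme and 100% = buffer with substrate but no TDP2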
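Assay system: Recombinant human TDP2 | Quantity: 120 nM TDP2 per well | Incubation: 2 h at 37 °C | Signal: Epi absorbance | Evaluation: Percent inhibition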
LEDGF integ inh – blockers of LEDGF/p75-dependent integrase strand transfer – biochemical, TR-FRET, high throughput, primary screen. HIV-1 integrase (with human LEDGF/p75). TR-FRET IN-LEDGF/p75 DNA integration, Eu/Cy5. inhibition, % at 3.7 µM. 370,000 compounds, 0.64% hits. AID 743269, 2014;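 active = inhibition above the screen-wide mean plus 3 SD, cut at about 13% in these data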;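 also: signal is the Cy5 over europium emission ratio at 671 and 618 nm; 0% = plate median of compound wells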
mABHD4 FP – ABHD4 inhibitors, primary screen, biochemical, fluorescence polarization, mouse; purified mABHD4, FP-Rh probe fluorescence polarization; 370,000 compounds, 0.54% hits; inhibition, % at 8.92 µM; (Lyso)-N-acylphosphatidylethanolamine lipase (Mus musculus), Q8VD66;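 active = inhibition exceeding the mean over every tested compound plus 3 SD, cut at about 30% in these data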;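 also: 0% = plate median of compound wells and 100% = S159A mutant with DMSO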
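system = mouse ABHD4 enzyme, wild type | medium = HEPES pH 7.0, NaCl, Pluronic buffer | also added = FP-Rh probe | incubation = Enzyme–compound pre-incubation 45 min, then probe 60 min, both 25 °C | technique = fluorescence polarization, excitation 525 nm, emission 598 nm, BODIPY TMR filters | controls = S159A mutant high control, sample median low control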
PG9 Ab binder – binders of HIV-1 gp120 antibody PG9, primary screen, biochemical, TR-FRET. TR-FRET gp120-PG9 antibody binding. 360,000 compounds, 0.43% hits. inhibition, % at 6.7 µM; in the data active = inhibition above about 8.5%
SIAE inh – human SIAE inhibitors, primary screen, biochemical, fluorescence polarization, FP-Rh probe, 1536-well HTS; 370,000 compounds, 0.69% hits; Sialate O-acetylesterase (Homo sapiens), Q9HAT2; inhibition, % at 9.66 µM; SIAE FP-Rh probe binding;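 active = inhibition above a cutoff: mean of compounds within the control limits plus 3 SD of those, cut at about 17% in these data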;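 also: 0% = plate median of compound wells and 100% = probe without SIAE protein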
Target sequence (Q9HAT2 whole entry, looked up): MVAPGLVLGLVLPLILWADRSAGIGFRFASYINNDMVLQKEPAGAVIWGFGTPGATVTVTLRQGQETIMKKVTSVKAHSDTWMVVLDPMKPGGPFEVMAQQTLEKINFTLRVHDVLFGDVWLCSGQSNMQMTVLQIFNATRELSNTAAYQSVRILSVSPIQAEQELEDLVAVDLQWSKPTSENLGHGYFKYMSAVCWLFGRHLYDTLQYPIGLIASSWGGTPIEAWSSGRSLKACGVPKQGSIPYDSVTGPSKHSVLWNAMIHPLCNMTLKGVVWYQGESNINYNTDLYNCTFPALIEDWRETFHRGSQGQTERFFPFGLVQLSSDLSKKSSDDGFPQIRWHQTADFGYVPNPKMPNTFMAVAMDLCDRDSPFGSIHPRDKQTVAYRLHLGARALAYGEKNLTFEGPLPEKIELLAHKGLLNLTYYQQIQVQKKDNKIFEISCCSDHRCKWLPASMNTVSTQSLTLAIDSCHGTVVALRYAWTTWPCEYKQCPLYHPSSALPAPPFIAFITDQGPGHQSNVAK
HTRA1 inhibitor – HTRA1 serine protease inhibitors, primary screen, biochemical, fluorescence polarization, HTS. 340,000 compounds, 0.5% hits. Q92743. AID 504803, 2011. inhibition, % at 5.96 µM. recombinant HTRA1, FP-rhodamine activity-based probe; in the data active = inhibition above about 36%;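 also: 0% = enzyme with DMSO and 100% = wells lacking enzyme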
Target sequence (Q92743 whole entry, looked up): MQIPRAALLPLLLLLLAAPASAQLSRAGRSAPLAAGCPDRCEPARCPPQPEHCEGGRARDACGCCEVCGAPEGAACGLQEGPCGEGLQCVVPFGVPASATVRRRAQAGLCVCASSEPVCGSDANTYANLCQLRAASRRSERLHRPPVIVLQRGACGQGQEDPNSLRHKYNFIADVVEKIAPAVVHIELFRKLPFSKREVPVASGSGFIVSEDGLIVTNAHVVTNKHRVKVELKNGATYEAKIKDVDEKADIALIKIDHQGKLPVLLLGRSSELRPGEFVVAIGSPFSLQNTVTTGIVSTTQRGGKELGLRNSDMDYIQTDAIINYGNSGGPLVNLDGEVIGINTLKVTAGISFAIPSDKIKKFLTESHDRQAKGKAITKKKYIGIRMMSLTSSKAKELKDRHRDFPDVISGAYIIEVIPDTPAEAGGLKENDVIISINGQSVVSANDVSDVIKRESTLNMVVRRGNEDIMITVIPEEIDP
PRMT1 FP inh – PRMT1 methyltransferase inhibitors, primary screen, biochemical, fluorescence polarization; AID 652257, 2013; Protein arginine N-methyltransferase 1 (Homo sapiens), Q99873; 370,000 compounds, 1.3% hits; inhibition, % at 2.79 µM; recombinant PRMT1, activity-based probe fluorescence polarization;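 active = inhibition above about 21% made by adding two undisclosed values, limit read from the data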
TCR-CD3 inh – inhibitors of human TCR-CD3 interaction, primary screen, biochemical, fluorescence, TAMRA-labeled TCR probe. 360,000 compounds, 0.37% hits. AID 651800, 2012. inhibition, % at 9.4 µM. T-cell receptor (TCR); in the data active = inhibition above about 19%;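 also: recombinant mutant TCR 2C K166C tagged with TAMRA read by polarization; 0% = receptor in buffer alone and 100% = receptor with positive control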
UHRF1 binding – UHRF1 methylated DNA binding inhibitors, primary screen, counter-screen for MBD2 inhibitor project, biochemical, TR-FRET, human UHRF1, single concentration. E3 ubiquitin-protein ligase UHRF1 (Homo sapiens), Q96T88. UHRF1 binding to methylated oligo. inhibition, % at 4.4 µM. 370,000 compounds, 0.75% hits; in the data active = inhibition above about 21%;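 also: UHRF1 SRA domain binding a hemimethylated CpG hairpin DNA probe; 0% = median of test compound wells and 100% = reference inhibitor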
Active calls of the source: *; · = not tested or not shown.

SMILES	Tn7 DDE FP	TDP2 inh	LEDGF integ inh	mABHD4 FP	PG9 Ab binder	SIAE inh	HTRA1 inhibitor	PRMT1 FP inh	TCR-CD3 inh	UHRF1 binding
CC(C)(C)NCC(O)COCc1ccc(Cl)cc1 (centres undefined)	1.4	6.0	2.8	3.2	-1.4	-2.0	0.2	1.3	5.7	1.3
O=C(CSc1nnc(Cn2nnc(-c3ccccc3)n2)n1-c1ccccc1)Nc1ccc(F)cc1	0.1	9.9	-4.7	-0.3	-0.4	-9.2	-15.6	0.0	0.9	-1.0
CCCCCCN1C[C@H](O)[C@@H](n2cc(C3CC3)nn2)C[C@@H]1c1ccc(OC)cc1	0.3	-8.5	1.6	2.0	-1.6	-7.9	-17.1	-7.0	-2.4	-1.9
O=S1(=O)CCN(CCCc2ccccc2)CC1	1.8	3.0	-2.5	-1.2	-0.8	-1.4	1.4	-1.0	-2.7	0.8
Cc1ccc(CNCCCSc2nc(C)cc(C)n2)cc1	7.1	-11.9	6.9	-2.1	0.5	-1.8	-1.2	-5.6	-5.5	1.7
COc1ccc(-c2ncn(CCC#N)c2[N+](=O)[O-])cc1	3.3	11.3	-1.6	0.3	0.1	7.9	7.3	-2.6	-6.2	-3.9
CCN(CC)S(=O)(=O)c1ccc(C(O)=C(C#N)c2nc3ccccc3n2C)cc1	-1.8	-2.7	-4.7	2.5	-1.3	3.6	3.5	-1.6	7.1	-2.4
Cc1ccc(S(=O)(=O)N2C3CC(c4ccccc4)N(S(=O)(=O)c4cccc(Cl)c4)CC3C(=O)C[C@H]2c2ccccc2)cc1 (some centres undefined)	-3.3	-3.1	-0.5	2.8	1.1	-6.1	·	-1.4	5.5	2.1
Cc1ccc(S(=O)(=O)N2CCN(C)CC2)cc1C(=O)NC1CCCCC1	7.3	-4.3	2.4	3.7	-1.7	4.6	-1.9	3.5	3.3	-0.1
CCCCCCOC(=O)/C=C/c1c(C)[nH]c(=O)[nH]c1=O	-2.2	-1.4	2.0	-4.5	0.6	-0.9	3.2	0.8	-3.3	2.4
CC(C)CNC(=O)c1cccc(NC(=O)C(C)C)c1	-3.7	-11.0	-9.1	6.2	-2.5	-3.6	4.6	4.0	-0.7	0.5
C=CCn1c(C)cc(-c2csc(NC)n2)c1C	4.2	22.2	1.2	16.7	-3.2	5.8	42.4*	17.3	-8.8	-3.6
CCCc1ccc(-c2cc(NC(=O)Cc3c[nH]c4ccccc34)ccc2Nc2cccnc2)cc1	8.8	-6.6	-1.3	41.8*	-2.6	10.7	·	0.2	8.5	-3.4
CC(C)(C)c1n[nH]c(=S)n(/N=C/c2cccs2)c1=O	6.4	7.5	-3.5	-1.9	-0.8	-2.2	5.4	0.6	-1.8	3.7
CCOc1ccc(NC(=O)C2CC(=O)N(CC)C(=Nc3ccc4c(c3)OCO4)S2)cc1 (centres undefined)	-0.6	-2.3	-1.8	-7.3	-4.3	-1.6	0.4	-0.5	4.4	-1.1
COc1ccc(CNC(=O)CNS(=O)(=O)c2ccc(Cl)cc2)cc1	4.2	-12.3	-5.4	-8.4	0.6	0.2	-2.3	1.8	-11.4	8.8
COc1ccc(CCNC(=O)c2cc(-c3ccc(C)cc3O)n[nH]2)cc1OC	-3.8	-6.0	0.4	2.3	2.1	-0.2	-1.1	-2.1	-7.1	-1.5
O=C(O)C(Cc1ccccc1-c1ccccc1)C(=O)O	3.0	-4.1	3.8	-0.5	1.4	-4.8	2.5	-2.7	10.4	0.8
Cc1ccc(OCC(=O)N/N=C\c2ccc(O)c([N+](=O)[O-])c2)c([N+](=O)[O-])c1	-3.4	-9.8	2.5	9.3	-3.4	2.5	0.7	2.3	3.0	-5.0
CCOc1ccccc1NC(=O)C1CCC(CNc2c(N3CCOCC3)c(=O)c2=O)CC1 (centres undefined)	-2.3	10.1	1.8	-1.1	-1.8	4.5	-2.9	-2.9	3.0	-1.1
COc1ccc(NC(=O)C2C3CCC(C3)C2C(=O)O)cc1OC (centres undefined)	-2.6	4.1	1.0	10.4	-0.2	3.8	0.5	3.1	-1.0	-1.6
CC(C)(C)NC(=O)C1c2ccccc2Oc2ccccc21	0.2	-9.3	-7.3	-5.7	-1.5	0.2	3.9	-1.4	2.7	0.3
CCN(C(=S)Nc1cccc2ccccc12)c1ccccc1	-0.5	11.1	3.0	17.3	-2.0	9.2	0.1	-1.8	-0.6	-5.0
COc1ccc(C2Nc3ccccc3C(=O)N2NC(C)=O)cc1OC (centres undefined)	-4.3	-2.7	-1.4	-4.0	-1.9	1.1	-4.3	-1.1	7.9	3.4
O=C(NCc1ccccc1Cl)c1cc(=O)[nH]c2ccccc12	-4.9	-5.8	0.3	-1.1	3.7	-4.1	-6.2	1.7	0.1	-1.1

Exported as comma-separated lines: entries from further up
SMILES,Tn7 DDE FP,TDP2 inh,LEDGF integ inh,mABHD4 FP,PG9 Ab binder,SIAE inh,HTRA1 inhibitor,PRMT1 FP inh,TCR-CD3 inh,UHRF1 binding
O=C(O)C(Cc1ccccc1-c1ccccc1)C(=O)O,3.0,-4.1,3.8,-0.5,1.4,-4.8,2.5,-2.7,10.4,0.8
Cc1ccc(OCC(=O)N/N=C\c2ccc(O)c([N+](=O)[O-])c2)c([N+](=O)[O-])c1,-3.4,-9.8,2.5,9.3,-3.4,2.5,0.7,2.3,3.0,-5.0
CCOc1ccccc1NC(=O)C1CCC(CNc2c(N3CCOCC3)c(=O)c2=O)CC1 (centres undefined),-2.3,10.1,1.8,-1.1,-1.8,4.5,-2.9,-2.9,3.0,-1.1

The list goes on.
SMILES	Tn7 DDE FP	TDP2 inh	LEDGF integ inh	mABHD4 FP	PG9 Ab binder	SIAE inh	HTRA1 inhibitor	PRMT1 FP inh	TCR-CD3 inh	UHRF1 binding
COc1ccc(S(=O)(=O)N2CCC(C(=O)Nc3cccc(C(C)=O)c3)CC2)cc1	8.7	-1.3	2.4	-1.0	-1.0	4.8	-7.8	-0.6	3.9	-1.8
Nc1ccc2nn(-c3cccc4ccccc34)nc2c1	1.6	36.2*	2.4	3.7	0.6	16.7	5.7	-2.0	2.3	-7.1
COC(=O)c1ccc(C(=O)OC)c(NC(=O)c2cnc3n(c2=O)CCS3)c1	5.3	6.2	-3.3	2.1	0.6	2.8	11.1	-2.7	-0.5	3.0
CCOC(=O)c1[nH]c(C)c(C(=O)NCCN2CCOCC2)c1C	-5.0	12.3	1.9	-1.3	-0.5	-4.1	-0.5	-5.9	4.3	0.9
Cc1ccc(NS(=O)(=O)c2ccc3[nH]c(=O)oc3c2)cc1Cl	5.9	-3.2	0.9	-12.3	1.4	-1.3	-2.8	-1.4	4.2	0.3
Cc1ccccc1NC(=O)OCc1cccnc1Oc1ccc(Cl)cc1	0.0	-10.7	1.0	-25.9	1.0	-12.6	-20.7	4.2	1.6	2.7
Cc1cccc(OCCNC(=O)CSc2ccc(C(F)(F)F)cc2[N+](=O)[O-])c1	3.5	-6.3	-2.0	-1.9	-0.1	3.7	-8.5	1.0	3.5	0.5
CCSc1cc(C)nc2c(-c3ccccc3)c(C)nn12	-6.1	-8.0	0.6	2.9	-2.4	-9.1	2.4	-1.1	4.8	-0.6
Cc1nc2c(OCc3ccc(F)c(F)c3)cccn2c1N(C)C(=O)CCC1CCCC1	4.0	-2.6	-1.1	-0.8	-1.2	3.4	·	3.6	1.0	-2.4
CCOc1ccccc1C(=O)N[C@H](C(=O)OCc1csc(CC(=O)Nc2ccc(C)cc2)n1)C(C)C	-2.2	2.8	1.1	16.1	-0.9	-21.3	-56.4	-1.4	4.2	-1.1
Cc1c(NC(=O)c2ccccc2N)cccc1C(=O)O	-7.5	11.6	-0.6	-3.2	-0.4	3.0	0.6	-0.6	10.3	-1.2
COc1cccc(NC(=O)C2(C)CCN2Cc2ccc(SC)cc2)c1 (centres undefined)	-0.7	2.3	1.0	-11.6	0.1	-3.6	·	-3.6	-6.9	-1.1
COc1cccc(CN2CCNC(=O)C2CC(=O)NCCn2cccn2)c1OC (centres undefined)	3.2	5.1	0.1	8.4	-0.4	3.7	3.5	0.9	1.8	4.1
Cc1c(C(=O)N2CCCC2)oc2c1-c1nn(CC(=O)NCCCN3CCCCC3C)cc1CC2 (centres undefined)	-3.0	-11.8	2.0	1.6	-3.1	5.2	-2.7	-6.6	5.2	-3.0
CCCCN(C)c1c2c(nc3ncnn13)CCCC2	-3.3	-4.6	2.2	6.5	·	-3.3	·	-3.9	·	2.2
CC(C)c1ccc(NC(=O)CCCN2C(=O)NC(C)(C)C2=O)cc1	3.4	-9.6	-7.2	-5.0	1.8	2.9	1.0	-0.6	-1.1	-1.5
COc1cccc(C(=O)Nc2nc(-c3ccc4c(c3)OCO4)cs2)c1	4.0	-1.3	1.2	-19.9	-0.3	-7.5	-36.4	2.8	-9.0	0.0
O=C1CNC(=S)N1c1nc(-c2ccccc2)cs1	-2.8	-4.6	-4.6	1.3	-5.5	-2.6	-3.8	3.3	-7.5	5.0
COc1cc(-c2noc(CCCC(=O)NCc3ccco3)n2)cc(OC)c1OC	-2.2	-10.2	4.0	0.0	2.2	3.2	1.4	-0.4	5.4	7.0
CCOC(=O)C1(C)CCN1C(=O)c1ccc(N(C)C)cc1 (centres undefined)	0.7	-1.0	-3.7	-4.0	-0.5	7.1	·	-1.8	5.5	-2.6
COCCSc1nnc(NC(=O)c2ccco2)s1	0.3	-6.7	5.3	-15.0	0.7	-6.8	6.9	8.8	-4.3	2.6
O=C(COc1ccc(Cl)cc1)N1CCCCCCC1	-1.3	-0.5	3.7	-3.6	-1.8	0.2	4.5	-0.2	4.6	-0.2
CCC(C)NC(=O)CNC(=S)N(Cc1ccccc1F)C1CCCCC1 (centres undefined)	5.0	5.4	0.5	4.2	-0.4	-2.9	-2.9	0.6	3.5	0.1
Cc1ccc(S(=O)(=O)NCc2ccccc2)cc1C(=O)N(C)Cc1ccccc1F	-9.0	-3.7	0.0	-2.1	-2.2	-4.5	-12.7	1.2	5.8	0.6
Cn1c(=O)[nH]c(=O)c2c1nc(Sc1nc3ccccc3s1)n2Cc1ccccc1	3.6	0.2	1.1	-9.6	0.0	-5.0	-12.0	0.9	3.9	0.8
Nc1cc(=O)[nH]c(SCC(=O)N2CCCC2)n1	9.2	5.7	0.8	-1.1	-0.4	7.3	0.2	-2.3	0.6	-1.6
